Assay outcomes from PubChem.
S3 lipid droplet = qHTS Assay for Lipid Storage Modulators in Drosophila S3 Cells; AID 2685; Drosophila S3 cells, BODIPY lipid droplet fluorescence, 18-24 h; cells fed with added oleic acid; Potency in µM for hits, for the others lipid storage change, negative = inhibition, % at the top dose, mostly 46.1 µM; hit rate 0.64% among 320,000; active means well fitted inhibition curve with a large enough effect in the signal ratio, with a control signal flat, not every such curve was filed as active; inconclusive means small, poorly fitted or top-dose-only effect, or effect the other way, or a change in a side signal; the % refers to the signal ratio
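Laser-scanning cytometry quantifies lipid droplet accumulation (500–530 nm total intensity; droplet/cell object ratio) in oleic acid-fed (400 uM added) Drosophila S3 cells treated with a concentration series. 20 uM Triacsin C defined 100% inhibition.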
S3 lipid droplet cell count max = also measured in S3 lipid droplet; calls as there; cell number change, %; measured here: cell count max response;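 cells counted by Cell Tracker Red CMTPX staining in the red channel; peak over a dose series mostly up to 46.1 µM; percent activity relative to internal control wells on each plate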
Numbers without * were called inactive; i = inactive; ? = inconclusive; / = no result given. On the % scale 0 is the no-effect control and ±100 the full control effect; potency means the concentration at half of the fitted maximal effect. The list is partial, so the mix of outcomes need not match the whole.

Values run as follows: S3 lipid droplet, S3 lipid droplet cell count max
O=C(CN1CCN(S(=O)(=O)c2ccccc2)CC1)Nc1ccc(Cl)cn1
    1%, -27
Cc1ccc(-n2c(C)nc3c(cnn3-c3ccc(F)cc3)c2=O)cc1C
    -24%, -18
COc1ccc(N2C(=O)C3C(C2=O)C2C=CC3C23CC3)c(OC)c1 (stereo not drawn)
    ?, /
CN(C)C(CNC(=S)Nc1cccc(Cl)c1)c1ccccc1 (stereo not drawn)
    10%, 5
CN(C)c1ccc(N=Cc2nc(-c3ccccc3)oc2OC(=O)c2cccc(Br)c2)cc1
    ?, /
CN(C)c1cc[n+](CC(=O)Nc2ccc(Cl)cc2)cc1
    -3%, 18
Cc1ccc(C)c(N2CCN(C(=O)c3ccc(NC4=NC5CS(=O)(=O)CC5S4)cc3)CC2)c1 (stereo not drawn)
    i, 10
Cc1cc(C)cc(NC(=S)N2CCC(NC(=O)C3CCCCC3)CC2)c1
    ?, /
COc1ccc(OC)c(C2C(C(=O)c3ccco3)=C(O)C(=O)N2CC2CCCO2)c1 (stereo not drawn)
    -11%, 9
Cn1c(-c2cnn(-c3ccccc3)c2-n2cccc2)n[nH]c1=S
    ?, /
CN(Cc1ccc(Br)cc1)CC(O)COc1cccc(Br)c1 (stereo not drawn)
    ?, /
O=C(NCCCN1CCOCC1)c1csc2c1CCCC2
    ?, /
O=C(NNc1c2ccccc2nc2ccccc12)c1cccc(O)c1
    ?, /
OC1CCNC(=S)N1c1ccccc1 (stereo not drawn)
    -2%, -5
COc1cccc(NC(=O)CCc2nc(-c3ccccc3F)no2)c1
    ?, /
CCc1cccc(C)c1NC(=O)N(C)C1CCCCC1
    ?, /
O=C(NCc1cccnc1)C1CC(c2ccc(F)cc2)=NO1 (stereo not drawn)
    9%, 8
Cc1cc2nn(-c3cccc4ccccc34)nc2cc1NC(=O)c1cccs1
    ?, /
CCCc1nc(SCC(=O)Nc2nnc(CC)s2)c2c(=O)n(C)c(=O)n(C)c2n1
    14%, /
O=C(CCN1C(=O)c2ccccc2S1(=O)=O)Nc1ccc(Cl)cc1
    ?, /
CCOC(=O)C1CCN(C(=S)Nc2ccc(CC)cc2)CC1
    1%, 5
CCC(C)NCCOCCOc1ccc(C)cc1Br (stereo not drawn)
    -7%, 7
Cc1ccccc1OCC(=O)Nc1ccc(N2CCN(S(C)(=O)=O)CC2)cc1
    14%, 10
Cn1c(=O)[nH]c(=O)c2c1nc(N1CCCCC1)n2CCCSc1nnnn1-c1ccccc1
    ?, /
Cn1cc(/C=N\NC(=O)c2cccs2)c2ccccc21
    11%, 13
COc1ccc(OC)c(NC(=O)CN2C(=O)COc3ccc(C)cc32)c1
    ?, /
Fc1ccc(CSc2nc3ncccc3[nH]2)cc1
    ?, /
O=C(c1ccc(Cl)cc1)N1CCCC(C(=O)N2CCCCC2)C1 (stereo not drawn)
    i, -12
CC(C)(C)c1cn(-c2ccc(Cl)cc2)c(=S)[nH]1
    ?, /
CCCCC(=O)NNC(=S)NC(=O)c1cccc([N+](=O)[O-])c1
    ?, /
CN(C)CCNC(=S)Nc1ccc(Cl)cc1
    -5%, -4
O/N=C(\c1ccccn1)C1CC1c1ccccc1 (stereo not drawn)
    ?, /
COCC(=O)N(Cc1cc2cc(C)ccc2[nH]c1=O)c1cccc(C)c1C
    ?, /
Cc1ccc(C(CNC(=O)c2ccco2)N2CCN(C)CC2)cc1 (stereo not drawn)
    ?, /
Cc1cccc2cc(C#N)c(NCCNC(=S)NCCCN3CCOCC3)nc12
    ?, /
CCN1CCN(C(=O)c2ccc(CNS(=O)(=O)c3cccc(OC)c3)cc2)CC1
    i, -14
CC(C)N1C(=O)NC2(c3ccccc3)N(C)C(=O)N(C)C12c1ccccc1 (stereo not drawn)
    ?, /
CCCCOC(=O)Nc1ccc(S(=O)(=O)Nc2ncccn2)cc1
    ?, /
COc1ccc(NC(=O)CCCn2c(=O)c3sccc3n(Cc3ccccc3)c2=O)cc1
    -6%, 17
N#Cc1cc(NCC2CCCO2)c([N+](=O)[O-])cc1C#N (stereo not drawn)
    1%, -1
Cc1ccccc1CN1C[C@@H]2C[C@@H](c3cn[nH]c3-c3ccccc3)N3CCC[C@@]23C1=O
    7%, 6
Cc1ccc(C)c(S(=O)(=O)NCc2ccc(C(=O)N3CCN(c4ccccc4)CC3)cc2)c1
    ?, /
Cc1cc(NC(=O)C2C3C(=O)N(Cc4ccc(Cl)cc4)C(C(=O)NC4CCCCC4)C34C=CC2(C)O4)no1 (stereo not drawn)
    17%, 2
COc1ccccc1N(C)S(=O)(=O)c1ccc(Cl)c(C(=O)Nc2ccncc2)c1
    ?, /
COc1cc(CNC(=O)C2CCC(=O)N(C3CCCCCC3)C2)cc(OC)c1 (stereo not drawn)
    ?, /

A draw from above in order of molar mass, lowest first:
Values run as follows: S3 lipid droplet, S3 lipid droplet cell count max
Cc1ccccc1CN1C[C@@H]2C[C@@H](c3cn[nH]c3-c3ccccc3)N3CCC[C@@]23C1=O
    7%, 6
COc1ccccc1N(C)S(=O)(=O)c1ccc(Cl)c(C(=O)Nc2ccncc2)c1
    ?, /
COc1ccc(NC(=O)CCCn2c(=O)c3sccc3n(Cc3ccccc3)c2=O)cc1
    -6%, 17

Other structures follow:
Values run as follows: S3 lipid droplet, S3 lipid droplet cell count max
O=C(c1ccco1)N1CCN(c2cc(=O)n(-c3ccc(Cl)cc3)c(=O)[nH]2)CC1
    -21%, /
CCN(CC)CCn1c2ccccc2c2cnc(N=CN(C)C)c(C#N)c21
    ?, /
COc1ccc(C2=Nn3c(nnc3-c3ccco3)SC2)cc1
    0%, 15
Cc1ccccc1N1CC(C(=O)Nc2ccc(S(=O)(=O)N3CCCC3)cc2)CC1=O (stereo not drawn)
    ?, /
COc1ccc(-c2[nH]ncc2CN(C)Cc2cccnc2)c(F)c1
    19%, 23
COC(=O)Nc1ccc(S(=O)(=O)Nc2ccccc2F)cc1
    23%, -4
S=c1nc(-c2ccccc2)n(CCCN2CCOCC2)c2c1CCCC2
    6%, 0
CCCNc1nc(C)cc(-c2cc(-c3ccccc3)on2)n1
    4%, -11
COc1ccc(CNC(=O)CN(Cc2ccc(Cl)cc2)S(=O)(=O)c2ccccc2)cc1
    21µM*, 26*
CC(=O)CSc1nc(N)c(C#N)c(-c2cccs2)c1C#N
    i, 19
Cc1ccc(C(C(=O)NC2CCCCC2)N(Cc2ccco2)C(=O)Cc2c[nH]c3ccccc23)o1 (stereo not drawn)
    ?, /
Fc1ccc(-c2onc3ccc(C4OCCO4)cc23)cc1
    ?, /
CC(CNC(=O)c1ccc(N)cc1)NC(=O)c1ccc(N)cc1 (stereo not drawn)
    ?, /
C/C(CC1(O)C(=O)N(Cc2ccccc2)c2ccccc21)=N\O (stereo not drawn)
    9%, -14
O=c1n(Cc2ccccc2)c2cc(Cl)cnc2n1Cc1ccccc1
    ?, /

A different layout for part of the listing above:
CCOC(=O)C1CCN(C(=S)Nc2ccc(CC)cc2)CC1
  S3 lipid droplet: 1%	S3 lipid droplet cell count max: 5

CCC(C)NCCOCCOc1ccc(C)cc1Br (stereo not drawn)
  S3 lipid droplet: -7%	S3 lipid droplet cell count max: 7

Additional compounds follow:
Values run as follows: S3 lipid droplet, S3 lipid droplet cell count max
CC(=O)Nc1ccc(S(=O)(=O)NCC(CCC(=O)O)C(F)(F)F)cc1 (stereo not drawn)
    ?, /
CCN(CC)S(=O)(=O)c1ccc(N=Nc2c(N)[nH]c(=O)[nH]c2=O)cc1
    -5%, 16
COc1ccc(C(C(=O)NC(C)(C)C)N(CCO)C(=O)CCC(=O)Nc2cc(C)on2)cc1 (stereo not drawn)
    ?, /
CCC(C(=O)NCCCN1CCCC1=O)n1c2ccccc2c2nc(=O)cc(C)n21 (stereo not drawn)
    ?, /
CCCCN(c1ccccc1)S(=O)(=O)c1cccc2cccnc12
    i, /
N#CCCN1CCN(S(=O)(=O)c2ccc(S(=O)(=O)NC3CCCC3)cc2)CC1
    12%, -9
CC1(c2ccc([N+](=O)[O-])c(CS(=O)(=O)c3ccccc3)c2)OCCO1
    i, /
CCOc1ccc(S(=O)(=O)N(C)CC(=O)NC2CCCC2)cc1
    -6%, -3
CCCCCN(C(=O)CCC(=O)OCC(=O)N(CC)c1ccccc1)c1c(N)n(CCCC)c(=O)[nH]c1=O
    ?, /
COc1ccc(-c2nc3ccccn3c2NCc2ccc3c(c2)OCO3)cc1
    -1%, 0
COc1cc(OC)cc(-c2nnc(SCC(=O)Nc3ccc(C(=O)O)cc3)s2)c1
    ?, /
O=C(N/N=C/c1cc(Br)cc(Br)c1O)c1cccc(S(=O)(=O)N2CCOCC2)c1
    -20%, -9
COC(=O)C(Cc1c[nH]c2ccccc12)NC(=O)c1ccc2nc[nH]c2c1 (stereo not drawn)
    ?, /
O=C(N/N=C/c1ccc2c(c1)OCO2)c1ccc2c(c1)OCCO2
    ?, /
COc1ccc(C(=O)OCC(=O)Nc2cc(C)on2)c(OC)c1OC
    ?, /
N#Cc1c(N)nc2c(c1-c1ccc(F)cc1)c(=O)nc1sccn12
    23%, /
S=C(Nc1ccc(Cl)cc1)NC1CC2CCC(C1)N2Cc1ccccc1 (stereo not drawn)
    -3%, -16
O=C(NCc1cccs1)C1CCCN1C(=O)Nc1ccccc1[N+](=O)[O-] (stereo not drawn)
    ?, /
CC(C)NC(=S)NN=C1CCC(c2ccccc2)CC1 (stereo not drawn)
    ?, /
O=C(NCC1CCCC(CNC(=O)N2CCc3ccccc32)C1)N1CCc2ccccc21 (stereo not drawn)
    ?, /
C=CCOc1ccc(/C=N/NC(=O)C(C)Sc2ccccn2)cc1OCC (stereo not drawn)
    10%, 0
COC(=O)/C(C#N)=C/c1ccc(OC(=O)c2ccccn2)cc1
    2%, 3
COC(=O)c1ccc(NC(=S)N2CCCC2)cc1
    -1%, -9
CN1CCN(C(c2ccc(Br)cc2)c2cc(Cl)c3cccnc3c2O)CC1 (stereo not drawn)
    21µM*, 5.1*
Cc1cc2oc(=O)cc(CSc3nc(N)cc(N)n3)c2cc1C
    ?, /
Cc1ccc(C(C)NC(=O)c2ccncc2)cc1C (stereo not drawn)
    ?, /
COC(=O)c1ccccc1NC(=O)N1CCN(c2ccc(OC)cc2)CC1
    -6%, 2
O=c1cc[nH]c2ccc(Cl)cc12
    10%, /
COc1ccc(C(CNC(=O)CSc2ccc(Br)cc2C)N2CCOCC2)cc1 (stereo not drawn)
    ?, /
COc1cc(/C=N/NC(=O)/C(=C\c2ccc3c(c2)OCO3)NC(=O)c2ccccc2)ccc1O
    ?, /

By substructure, the compounds so far containing a furan ring, fused or not (five)
Values run as follows: S3 lipid droplet, S3 lipid droplet cell count max
COc1ccc(OC)c(C2C(C(=O)c3ccco3)=C(O)C(=O)N2CC2CCCO2)c1 (stereo not drawn)
    -11%, 9
Cc1ccc(C(CNC(=O)c2ccco2)N2CCN(C)CC2)cc1 (stereo not drawn)
    ?, /
O=C(c1ccco1)N1CCN(c2cc(=O)n(-c3ccc(Cl)cc3)c(=O)[nH]2)CC1
    -21%, /
COc1ccc(C2=Nn3c(nnc3-c3ccco3)SC2)cc1
    0%, 15
Cc1ccc(C(C(=O)NC2CCCCC2)N(Cc2ccco2)C(=O)Cc2c[nH]c3ccccc23)o1 (stereo not drawn)
    ?, /

(next part)
Values run as follows: S3 lipid droplet, S3 lipid droplet cell count max
CC(=O)Nc1cccc(C(=O)OC2CCOC2=O)c1 (stereo not drawn)
    ?, /
CSc1ccccc1C(=O)OCC(=O)N1CCCC1=O
    ?, /
Cc1cc(C(=O)N2CCN(c3ccc([N+](=O)[O-])cc3)CC2)n[nH]1
    i, /
CN1CCN(c2ccccc2NC(=O)c2ccc(N3CCCCC3)c([N+](=O)[O-])c2)CC1
    ?, /
COc1ccc(OC)c(Cc2nnc(CCC(=O)NC3CCCCCCC3)o2)c1
    ?, /
O=C(O)Cc1nn(Cc2ccc(Cl)cc2)c(=O)c2ccccc12
    19%, -7
Cc1c(C(=O)NCc2cccnc2)oc2c1C(=O)CC(C)(C)C2
    i, -2
COc1cc(OC)cc(C(=O)NC(C(=O)N2CCc3ccccc3C2)C(C)C)c1 (stereo not drawn)
    ?, /
CNCC(O)c1ccc(OC(=O)C(C)(C)C)c(OC(=O)C(C)(C)C)c1 (stereo not drawn)
    13%, 22
Cc1nn(CC(=O)NC2CCCC2)c(C)c1[N+](=O)[O-]
    ?, /
O=C(COc1cccc(Oc2ccccc2)c1)Nc1ccc(SC(F)F)cc1
    ?, /
CCC(=O)N1CCc2cc(S(=O)(=O)CCC(=O)NCc3ccc4c(c3)OCO4)ccc21
    ?, /
C[C@H](NC(N)=O)C(=O)Nc1ccc(OCc2ccccc2)cc1
    ?, /
CCCCn1c(SCc2nc(N)nc(Nc3ccccc3C)n2)nc2ccccc2c1=O
    ?, /
Cc1ccc2sc(NC(=O)CN3C(=O)c4ccccc4C3=O)nc2c1C
    19%, -1
CNC(=S)Nc1ccc(Cc2ccncc2)cc1
    ?, /
Cc1cc(C)c(NC(=O)CN2CCN3CCCC3C2)c(C)c1 (stereo not drawn)
    ?, /
Cc1cccc2[nH]c(SCC(=O)O)nc12
    ?, /
